APP 5'UTR act: APP 5'UTR luciferase reporter activation. SH-SY5Y APP 5'UTR luciferase reporter, luminescence; zero percent = DMSO vehicle wells. activation, % at 2 µM. 1% of 190,000 active;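 active means activation above a set limit, based on mean plus 3 SD of controls, cut at about 140% in these data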; further: values of inactives mirror those of a sister screen read the other way
FLuc inhib CS: Photinus pyralis luciferase inhibition counter-screen; P08659; ATPLite firefly luciferase biochemical luminescence, 10 min; inhibition, % at 10 µM; 1.5% of 200,000 active; AID 1006;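 active means inhibition above about 50% when tested at 10 µM, limit read from the data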
Target sequence (P08659 whole entry, looked up): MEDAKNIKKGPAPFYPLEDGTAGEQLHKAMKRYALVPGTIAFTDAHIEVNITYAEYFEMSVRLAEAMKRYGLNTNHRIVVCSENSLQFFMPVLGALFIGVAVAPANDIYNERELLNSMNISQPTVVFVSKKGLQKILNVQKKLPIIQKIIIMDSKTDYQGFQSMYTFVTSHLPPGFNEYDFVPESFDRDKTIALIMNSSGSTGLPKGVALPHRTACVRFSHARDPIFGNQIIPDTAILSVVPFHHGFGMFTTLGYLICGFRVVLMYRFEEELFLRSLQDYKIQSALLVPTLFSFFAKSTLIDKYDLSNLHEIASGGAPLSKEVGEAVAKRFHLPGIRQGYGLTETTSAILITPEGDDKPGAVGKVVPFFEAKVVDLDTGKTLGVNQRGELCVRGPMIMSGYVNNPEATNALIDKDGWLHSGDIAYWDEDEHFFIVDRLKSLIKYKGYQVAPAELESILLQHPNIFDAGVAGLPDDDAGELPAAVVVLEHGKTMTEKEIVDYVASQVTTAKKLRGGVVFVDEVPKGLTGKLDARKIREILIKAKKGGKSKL
STAT1 activator: activators of IFN-gamma induced STAT1 signaling | activation (% of control), % at 5.5 µM | AID 932 | NIH 3T3 STAT1-luciferase reporter, luminescence; 100% = IFN-gamma alone, no compound | 2.6% of 200,000 active;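 active means activation above the screen-wide mean activation plus 3 SD, cut at about 130% in these data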;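 further: raw ratio to IFN-gamma control signal so 100% means no change and 0% no light; values of inactives mirror those of a sister screen read the other way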
G6PDH counter: counter-screen for G6PDH assay hits: L. mesenteroides G6PDH inhibition. Purified L. mesenteroides G6PDH, diaphorase/resazurin coupled fluorescence, 45 min. inhibition, % at 5 µM. 0.12% of 200,000 active. AID 1020; in the data active means inhibition above about 50%
NF-kB neuron act: NF-kB expression increase, human neuronal cells; NF-kB reporter expression; active compounds read high; 1.6% of 190,000 active; fold change at 12.5 µM; in the data active means fold change above about 3.3
Hsp70 activator: Hsp70 transcriptional activation, primary screen; HeLa Hsp70 promoter luciferase reporter, luminescence; scaled: vehicle 0, proteasome-inhibitor control 100%; activation, % at 10 µM; 0.04% of 200,000 active; AID 1203;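 active means activation above the mean across all tested compounds plus 3 SD, cutoff set per campaign, cut at about 5.5% in these data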;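 further: 100% = MG132 at 30 µM as the positive control and 0% = DMSO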
Efa HMGR inh: E. faecalis class II HMG-CoA reductase inhibition | purified E. faecalis HMGR, NADPH absorbance 340 nm kinetic | inhibition, % at 10 µM | 0.41% of 190,000 active | AID 1066;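 active means inhibition above a set limit, the median over all tested compounds plus 3 SD, cut at about 9.5% in these data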;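 further: enzyme runs in reverse so mevalonate oxidation gives rising NADPH absorbance; 0% = complete reaction with DMSO and 100% = background rate lacking mevalonate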
Redox H2O2 prof: compounds producing H2O2 with reducing agent – biochemical, NIH compound library profiling, artefact control for MLSCN library redox annotation, primary screen; AID 878; DTT-dependent redox cycling H2O2, phenol red/HRP absorbance; 100% = 100 µM peroxide control, 0% = buffer; 0.03% of 200,000 active; activation, % at 10 µM;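 active means activation of at least 50% relative to the plate's high and low controls in the primary single-dose screen; inactive means activation below 50%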;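 further: compound incubated with DTT at 0.8 mM final as the reducing agent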
FLuc act counter: affects firefly luciferase, flagging false hits in luciferase stimulation screens. P08659. ATPlite luciferase biochemical, luminescence, 10 min; 0 = ATP-free wells, 1 = DMSO control. activation factor at 10 µM. 200,000 tested, under 10 active;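 active means luciferase activation factor, scaled between plate controls, of at least 2 with compound at 10 µM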
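Assay system – cell-free luciferase reagent · Medium – PBS-based ATP solution · Dosing – test compounds dosed from 2 mM stocks in 100% DMSO · Timing – 10 min, room temperature · Technique – light output (luminescence) · Measure – luminescence gain marking luciferase activators · Controls – No-ATP low control, compound-free enzyme-plus-ATP high control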
APP 5UTR inh: APP translation inhibition. 0.82% of 190,000 active. SH-SY5Y APP 5'UTR-luciferase reporter, luminescence. inhibition, % at 2 µM;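 active means inhibition above a set limit, derived from the sample mean plus 3 SD, cut at about 45% in these data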; further: values of inactives mirror those of a sister screen read the other way
Numbers without * were called inactive.

Start of the listing, in advance, two compounds:
What do the screens show for `CN1C(=O)c2cccc3c(S(=O)(=O)NCc4ccco4)ccc1c23`?
APP 5'UTR act: 2.9; FLuc inhib CS: -5.2; STAT1 activator: 80.0; G6PDH counter: -5.0; NF-kB neuron act: 1.08; Hsp70 activator: -0.2; Efa HMGR inh: -4.9; Redox H2O2 prof: 0.8; FLuc act counter: 1.1; APP 5UTR inh: -2.9

How did Cn1c(NC(=O)c2ccccc2)c(-c2ccccn2)c(=O)c2ccccc21 do in these assays?
APP 5'UTR act: -4.9; FLuc inhib CS: -0.9; STAT1 activator: 93.0; G6PDH counter: 10.5; NF-kB neuron act: 0.96; Hsp70 activator: -0.4; Efa HMGR inh: -1.9; Redox H2O2 prof: 0.1; FLuc act counter: 1; APP 5UTR inh: 4.9

This part in full, from the start:
What do the screens show for `CN1C(=O)c2cccc3c(S(=O)(=O)NCc4ccco4)ccc1c23`?
APP 5'UTR act: 2.9; FLuc inhib CS: -5.2; STAT1 activator: 80.0; G6PDH counter: -5.0; NF-kB neuron act: 1.08; Hsp70 activator: -0.2; Efa HMGR inh: -4.9; Redox H2O2 prof: 0.8; FLuc act counter: 1.1; APP 5UTR inh: -2.9

How did Cn1c(NC(=O)c2ccccc2)c(-c2ccccn2)c(=O)c2ccccc21 do in these assays?
APP 5'UTR act: -4.9; FLuc inhib CS: -0.9; STAT1 activator: 93.0; G6PDH counter: 10.5; NF-kB neuron act: 0.96; Hsp70 activator: -0.4; Efa HMGR inh: -1.9; Redox H2O2 prof: 0.1; FLuc act counter: 1; APP 5UTR inh: 4.9

What do the screens show for `COc1cc2c(cc1OC)CN(c1nc(CN3CCOCC3)nc3sc4c(c13)CCC(C)C4)CC2` (centres undefined)?
APP 5'UTR act: -14.2; FLuc inhib CS: -6.6; STAT1 activator: 85.9; G6PDH counter: -1.4; NF-kB neuron act: 0.88; Hsp70 activator: -0.6; Efa HMGR inh: 0.7; Redox H2O2 prof: 0.2; FLuc act counter: 1.1; APP 5UTR inh: 14.3

How did CC(C)(C)c1nn(-c2ccccc2)c2[nH]c(=O)c(CNc3ccc4c(c3)OCCO4)cc12 do in these assays?
APP 5'UTR act: 29.6; FLuc inhib CS: -6.5; STAT1 activator: 99.8; G6PDH counter: 11.4; NF-kB neuron act: 1.3; Hsp70 activator: -0.6; Efa HMGR inh: 0.2; Redox H2O2 prof: -0.6; FLuc act counter: 1.1; APP 5UTR inh: -29.6

What do the screens show for `COc1cc(C#N)c(NC(=O)CN2CCC(C(N)=O)CC2)cc1OC`?
APP 5'UTR act: 6.2; FLuc inhib CS: -4.3; STAT1 activator: 100.4; G6PDH counter: 1.7; NF-kB neuron act: 1.17; Hsp70 activator: -0.5; Efa HMGR inh: -8.5; Redox H2O2 prof: -9.9; FLuc act counter: 1; APP 5UTR inh: -6.2

What do the screens show for `Cc1ccc(NC(=O)CCC(=O)N/N=C/c2ccco2)c(C)c1`?
APP 5'UTR act: 8.0; FLuc inhib CS: -4.6; STAT1 activator: 106.5; G6PDH counter: 4.5; NF-kB neuron act: 1.15; Hsp70 activator: -0.3; Efa HMGR inh: 1.6; Redox H2O2 prof: 0.3; FLuc act counter: 1; APP 5UTR inh: -8.0

How did N#CCC(=O)N/N=C/c1cccc(Oc2ccccc2)c1 do in these assays?
APP 5'UTR act: 14.9; FLuc inhib CS: 1.6; STAT1 activator: 114.4; G6PDH counter: 4.1; NF-kB neuron act: 1.33; Hsp70 activator: 0.6; Efa HMGR inh: -1.5; Redox H2O2 prof: -0.5; FLuc act counter: 1; APP 5UTR inh: -14.9

How did CCCn1c(SCC(=O)NC(C)(C)C)nnc1C(C)C do in these assays?
APP 5'UTR act: -7.2; FLuc inhib CS: -8.3; STAT1 activator: 103.4; G6PDH counter: 3.7; NF-kB neuron act: 0.98; Hsp70 activator: -0.3; Efa HMGR inh: -3.0; Redox H2O2 prof: 2.6; FLuc act counter: 1.1; APP 5UTR inh: 7.2

How did CCCOC1CCCN(C(=O)c2cc(Cl)c(Cl)cc2C(=O)O)C1 (centres undefined) do in these assays?
APP 5'UTR act: 0.3; FLuc inhib CS: -3.2; STAT1 activator: 98.9; G6PDH counter: 1.6; NF-kB neuron act: 0.97; Hsp70 activator: -0.3; Efa HMGR inh: -1.7; Redox H2O2 prof: -0.1; FLuc act counter: 1; APP 5UTR inh: -0.3

Results for CC(C)(C)C(=O)CSc1nc2ccccc2o1 ?
APP 5'UTR act: 41.6; FLuc inhib CS: 1.9; STAT1 activator: 149.5*; G6PDH counter: 7.0; NF-kB neuron act: 2.24; Hsp70 activator: 0.1; Efa HMGR inh: -4.6; Redox H2O2 prof: -1.1; FLuc act counter: 1; APP 5UTR inh: -41.6

Results for Cc1ccc(S(=O)(=O)N2CCN(Cc3nc4sc5c(c4c(=O)[nH]3)CCCC5)CC2)cc1 ?
APP 5'UTR act: -1.3; FLuc inhib CS: -2.8; STAT1 activator: 103.2; G6PDH counter: 2.7; NF-kB neuron act: 1.01; Hsp70 activator: 0.2; Efa HMGR inh: -1.8; Redox H2O2 prof: -0.2; FLuc act counter: 1; APP 5UTR inh: 1.3

Results for CN(CCN1CCOCC1)Cc1nc(-c2cccs2)no1 ?
APP 5'UTR act: 21.7; FLuc inhib CS: -6.6; STAT1 activator: 112.6; G6PDH counter: 5.1; NF-kB neuron act: 1.23; Hsp70 activator: 0.0; Efa HMGR inh: -0.2; Redox H2O2 prof: -0.5; FLuc act counter: 1.1; APP 5UTR inh: -21.7

Results for Cc1ccc2nc(SCC(=O)Nc3ccc(F)c([N+](=O)[O-])c3)[nH]c2c1 ?
APP 5'UTR act: 1.7; FLuc inhib CS: 2.2; STAT1 activator: 94.0; G6PDH counter: 11.3; NF-kB neuron act: 1.08; Hsp70 activator: 0.0; Efa HMGR inh: -2.9; Redox H2O2 prof: 0.6; FLuc act counter: 1; APP 5UTR inh: -1.7

Results for CC1CCC(NC(=O)CC2Oc3ccccc3NC2=O)CC1 (centres undefined) ?
APP 5'UTR act: -9.3; FLuc inhib CS: -6.2; STAT1 activator: 103.4; G6PDH counter: -1.9; NF-kB neuron act: 1.03; Hsp70 activator: -0.3; Efa HMGR inh: 2.3; Redox H2O2 prof: -3.9; FLuc act counter: 1.1; APP 5UTR inh: 9.3

Results for CCOC(=O)NC(C(F)(F)F)(C(F)(F)F)P(=O)(c1ccccc1)c1ccccc1 ?
APP 5'UTR act: 10.9; FLuc inhib CS: -4.0; STAT1 activator: 96.9; G6PDH counter: 5.8; NF-kB neuron act: 0.95; Hsp70 activator: -0.1; Efa HMGR inh: -2.8; Redox H2O2 prof: 1.7; FLuc act counter: 1; APP 5UTR inh: -10.9

What do the screens show for `Cc1ccc(SCc2nc(-c3ccccc3)no2)cc1`?
APP 5'UTR act: 6.5; FLuc inhib CS: 2.0; STAT1 activator: 100.5; G6PDH counter: -1.7; NF-kB neuron act: 1.39; Hsp70 activator: -0.4; Efa HMGR inh: -2.0; Redox H2O2 prof: -0.2; FLuc act counter: 1; APP 5UTR inh: -6.5

How did COc1cccc2c3c(c(=O)[nH]c12)CCC(C)(C)O3 do in these assays?
APP 5'UTR act: 2.5; FLuc inhib CS: -0.4; STAT1 activator: 105.4; G6PDH counter: 6.5; NF-kB neuron act: 1.37; Hsp70 activator: 0.0; Efa HMGR inh: 1.9; Redox H2O2 prof: 0.6; FLuc act counter: 1; APP 5UTR inh: -2.5

What do the screens show for `O=c1[nH]c2cc3ccccc3cc2nc1C(F)(F)F`?
APP 5'UTR act: 12.8; FLuc inhib CS: -3.6; STAT1 activator: 109.0; G6PDH counter: 0.4; NF-kB neuron act: 1.24; Hsp70 activator: 0.5; Efa HMGR inh: -2.3; Redox H2O2 prof: -0.7; FLuc act counter: 1; APP 5UTR inh: -12.8

What do the screens show for `CCOC(=O)N1CCN(C(=O)CN(c2ccccc2OC)S(=O)(=O)c2ccc(C)cc2)CC1`?
APP 5'UTR act: 4.2; FLuc inhib CS: -0.2; STAT1 activator: 91.2; G6PDH counter: 6.3; NF-kB neuron act: 0.96; Hsp70 activator: -0.2; Efa HMGR inh: -1.1; Redox H2O2 prof: 2.5; FLuc act counter: 1; APP 5UTR inh: -4.2

What do the screens show for `O=C(Nc1cccc(C(F)(F)F)c1)NC1CCN(S(=O)(=O)c2ccc(F)cc2)CC1`?
APP 5'UTR act: -18.3; FLuc inhib CS: -4.8; STAT1 activator: 101.1; G6PDH counter: 7.7; NF-kB neuron act: 1.15; Hsp70 activator: -0.7; Efa HMGR inh: -3.7; Redox H2O2 prof: 0.4; FLuc act counter: 1; APP 5UTR inh: 18.3

How did O=C(Oc1ccc2c(c1)OCO2)c1cc2c(s1)CCC2 do in these assays?
APP 5'UTR act: -55.5; FLuc inhib CS: 29.6; STAT1 activator: 97.6; G6PDH counter: -1.2; NF-kB neuron act: 1.29; Hsp70 activator: -0.3; Efa HMGR inh: -1.4; Redox H2O2 prof: 0.8; FLuc act counter: 0.7; APP 5UTR inh: 55.5*

Results for CNc1cc(C)nc(-n2nc(C)cc2C)n1 ?
APP 5'UTR act: -26.6; FLuc inhib CS: 2.8; STAT1 activator: 106.2; G6PDH counter: -2.6; NF-kB neuron act: 1.24; Hsp70 activator: 0.2; Efa HMGR inh: -1.3; Redox H2O2 prof: 0.4; FLuc act counter: 1; APP 5UTR inh: 26.6

Results for Cc1nc2nc(Cc3ccccc3)[nH]n2c(=O)c1Cc1ccccc1 ?
APP 5'UTR act: 2.4; FLuc inhib CS: -0.1; STAT1 activator: 92.8; G6PDH counter: -3.4; NF-kB neuron act: 1.21; Hsp70 activator: -0.1; Efa HMGR inh: -3.1; Redox H2O2 prof: 2.4; FLuc act counter: 1; APP 5UTR inh: -2.4

How did CCCc1cc(-c2n[nH]c(=S)n2CC)c2ccccc2n1 do in these assays?
APP 5'UTR act: 8.8; FLuc inhib CS: -8.5; STAT1 activator: 90.5; G6PDH counter: -2.0; NF-kB neuron act: 0.88; Hsp70 activator: -0.2; Efa HMGR inh: 2.0; Redox H2O2 prof: -0.1; FLuc act counter: 1.1; APP 5UTR inh: -8.8

What do the screens show for `O=C(CCC1CCCN(C(=O)c2ccncc2)C1)NCc1ccc(F)c(F)c1` (centres undefined)?
APP 5'UTR act: 2.2; FLuc inhib CS: -6.5; STAT1 activator: 102.3; G6PDH counter: 5.5; NF-kB neuron act: 1.27; Hsp70 activator: -0.1; Efa HMGR inh: -1.4; Redox H2O2 prof: -1.8; FLuc act counter: 1.1; APP 5UTR inh: -2.2

Results for Cc1nn(C(=O)Cn2ccc([N+](=O)[O-])n2)c(C)c1Br ?
APP 5'UTR act: -0.8; FLuc inhib CS: -1.7; STAT1 activator: 105.9; G6PDH counter: 4.2; NF-kB neuron act: 1.02; Hsp70 activator: -0.2; Efa HMGR inh: -3.7; Redox H2O2 prof: -3.5; FLuc act counter: 1; APP 5UTR inh: 0.8

What do the screens show for `COC(=O)C(C(=O)N1CCN(C)CC1)C1CCCCCC1` (centres undefined)?
APP 5'UTR act: -14.6; FLuc inhib CS: -5.0; STAT1 activator: 100.0; G6PDH counter: -15.3; NF-kB neuron act: 1.76; Hsp70 activator: -0.3; Efa HMGR inh: -4.6; Redox H2O2 prof: 1.8; FLuc act counter: 1.1; APP 5UTR inh: 14.6

Results for CCOc1ccccc1NC(=O)Nc1ccc(Br)cc1C ?
APP 5'UTR act: -18.5; FLuc inhib CS: -1.6; STAT1 activator: 102.5; G6PDH counter: 1.9; NF-kB neuron act: 1.29; Hsp70 activator: -0.2; Efa HMGR inh: 8.7; Redox H2O2 prof: 0.9; FLuc act counter: 1; APP 5UTR inh: 18.5

Screening data as filed in PubChem.
